From PubChem
M. tuberculosis HTS = M. tuberculosis growth inhibition, HTS (AID 449762); 0.59% of 330,000 active; M. tuberculosis H37Rv growth inhibition, 7H9 media; higher % means a stronger effect; inhibition, % at 25 µM, or IC50 in µM where a hit was titrated; in the data active = a potency from the dose series; inconclusive = inhibition above about 70% without an active follow-up result;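 also: bacterial growth assessed after seven days of incubation; strong numbers were not always called active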
M. tuberculosis = growth inhibition of non-replicating M. tuberculosis (AID 488890) | 0.39% of 320,000 active | Mycobacterium tuberculosis non-replicating, growth inhibition; higher % means a stronger effect | one-dose inhibition, % at 25 µM; IC50 in µM for titrated hits; in the data active = a potency from the dose series; inconclusive = inhibition mostly from about 82% at the one dose, without a potency; inactive = the rest, 99 in 100 with inhibition below about 76%;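 also: plate controls were DMSO cells for no effect and high antibiotic wells for full effect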
inhibitors of VEEV = inhibitors of VEEV TC-83 cytopathic effect, confirmation, Vero cells (AID 588727) | Vero cells, VEEV TC-83 cytopathic effect inhibition; higher % means a stronger effect | one-dose inhibition, % at 20 µM; IC50 in µM for titrated hits | 0.13% of 350,000 active; in the data active = a potency from the dose series; inconclusive = inhibition mostly from about 14% at the one dose, without a potency; inactive = the rest, 99 in 100 with inhibition below about 12%; also: strong numbers were not always called active
Salmonella PhoP GFP = PhoP regulon inhibitors, Salmonella typhi PhoP promoter GFP reporter, confirmatory (AID 1850). inhibition, % at 50 µM, or IC50 in µM where a hit was titrated. Salmonella Typhi PhoP-promoter GFP reporter, fluorescence, 4 h; higher % means a stronger effect. 0.33% of 310,000 active; in the data active = a potency from the dose series; inconclusive = inhibition mostly from about 25% at the one dose, without a potency; inactive = the rest, 99 in 100 with inhibition below about 19%;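 also: 0% = induced wells with vehicle and 100% = uninduced wells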
H1N1 NS1A inhibition = NS1A inhibition, H1N1 influenza, cell based functional assay (AID 504329). NS1A functional cell-based assay, percent inhibition; higher % means a stronger effect. inhibition, % at 12.5 µM; hits with a dose series show IC50 in µM. 0.3% of 340,000 active; in the data active = a potency from the dose series; inconclusive = inhibition above about 27% without an active follow-up result; also: strong numbers were not always called active
* hit, by the source's call; i = inactive; ? = inconclusive; . = no result given.

molecule	M. tuberculosis	H1N1 NS1A inhibition	inhibitors of VEEV	M. tuberculosis HTS	Salmonella PhoP GFP
CC1(C)OC(C(N)=O)C(C(N)=O)O1 (centres undefined)	-26.5%	-0.1%	2.9%	-4.0%	2.6%
C[C@]12c3[nH]c4ccccc4c3CCN1C(=O)C(CC(=O)NCc1cccc(C(F)(F)F)c1)C[C@@H]2C(=O)N1CCCCC1 (some centres undefined)	40.7%	0.6%	0.4%	0.4%	.
Cc1cccn2c(=O)c(/C=N/O)c(N3CCOCC3)nc12	2.0%	.	1.3%	14.7%	-4.8%
CCCCOc1ccc(C(=O)N2CCN(c3ccc(N4CCOCC4)nn3)CC2)cc1	15.2%	0.5%	4.7%	37.3%	4.9%
COc1ccc(Cl)cc1S(=O)(=O)NC1CC(C)(C)NC(C)(C)C1	-5.7%	3.8%	i	5.1%	-0.4%
FC(F)Oc1ccc(NC(=S)NCCc2ccccn2)cc1	18.2%	-7.3%	0.3%	-7.8%	7.0%
CCCc1[nH]n(-c2ccc([N+](=O)[O-])cc2)c(=O)c1C(C)=NCc1ccncc1	38.2%	-2.9%	i	-1.7%	0.7%
O=C(CN1C(=O)NC2(CCc3ccccc32)C1=O)c1ccc(F)cc1 (centres undefined)	-15.8%	0.4%	4.6%	-5.7%	6.9%
O=C(Nc1c(C(=O)c2ccccc2)oc2ccccc12)c1cc(-c2ccccc2O)n[nH]1	-20.4%	-8.7%	?	-2.5%	-7.2%
Cc1ccc(OCCCNCCO)c(Br)c1	0.6%	9.9%	0.2%	-4.5%	-7.9%
CCOc1ccc(C2CC(c3cccc(OC)c3)Nc3nc(N)nn32)cc1 (centres undefined)	40.5%	6.9%	0.4%	-1.6%	12.5%
O=c1cc(C(F)(F)F)c2sc(N3CCCCC3)nc2[nH]1	10.4%	-3.5%	0.4%	5.0%	-3.2%
O=C(Cc1ccccc1)N1CCc2ccccc21	14.2%	-8.5%	0.4%	-8.8%	-17.4%
Cc1ccc(C(=O)Nc2ccon2)cc1S(=O)(=O)N1CCOCC1	-7.9%	7.4%	1.8%	-13.4%	4.1%
Cc1cc(NC2CCCC2)n2nc(C)c(-c3ccccc3)c2n1	31.8%	-12.4%	2.1%	?	15.4%
COC(=O)c1cn(C(=O)c2cccc(C)c2)c2ccccc12	24.2%	-7.6%	1.2%	6.7%	15.1%
CC(C)=CC(=O)Nc1nnc(-c2ccccc2)s1	-4.6%	-4.8%	2.0%	-6.5%	2.1%
O=C(CCSc1ccc(Cl)cc1)NCc1ccccn1	49.3%	-6.3%	6.0%	-4.8%	12.7%
O=C(CCNC(=O)c1ccc(Br)cc1)Nc1ccccc1N1CCCCC1	59.3%	-19.3%	6.8%	-5.5%	-5.3%
O=S(=O)(NC1c2cccc3cccc(c23)C1Sc1ncccn1)c1ccc(Cl)cc1 (centres undefined)	11.6%	0.2%	6.9%	-8.1%	-2.1%

Additional entries
molecule	M. tuberculosis	H1N1 NS1A inhibition	inhibitors of VEEV	M. tuberculosis HTS	Salmonella PhoP GFP
O=C(O)c1cccc(N2CCCC2)c1	-23.2%	8.5%	1.5%	-2.2%	10.0%
CC(=O)Nc1ccc(NC(=O)C2CCCN2C(=O)NCc2ccccc2)cc1 (centres undefined)	-7.0%	-2.2%	3.1%	4.5%	4.8%
CCc1ccc(N2CCN(C(=O)N3CCOCC3)CC2)cc1	3.8%	-12.5%	0.9%	-1.5%	-5.1%
Cc1c(C(=O)NC2CCCCC2)oc2c1C(=O)CC(C)(C)C2	5.9%	3.1%	1.7%	-2.6%	-14.9%
Cc1cccc2c(=O)n3c(cc12)-c1[nH]c2ccccc2c1CC3	.	-23.1%	2.1%	.	.
CCCCN(C(=O)c1cccc(S(=O)(=O)N(CC)c2ccccc2)c1)c1c(N)n(CC(C)C)c(=O)[nH]c1=O	.	1.7%	2.1%	.	.
COc1ccc(-c2nc3c(c(SCC(=O)Nc4cccc(O)c4)n2)Cc2c(CO)cnc(C)c2O3)cc1	-3.1%	15.0%	0.9%	1.7%	3.4%
Cc1cc(C)n(CCC(=O)N/N=C/c2ccccc2O)n1	6.4%	4.6%	2.4%	0.1%	-20.7%
Clc1ccc(-n2cc(COCc3ccccc3)nn2)cc1	67.5%	-0.9%	0.6%	-3.4%	-5.7%
CSC(=NS(=O)(=O)c1ccc(C)cc1)SC	-4.8%	-4.9%	5.2%	7.8%	2.6%
CNC(=S)N/N=C/c1cn(CCOc2cccc(OC)c2)c2ccccc12	-9.2%	1.1%	3.5%	-3.4%	-6.3%
Cc1cc(C(C)(C)C)cc(C)c1N	-18.2%	-3.0%	0.5%	-5.6%	-9.2%
COC(=O)C(NC(=O)c1ccc(F)cc1)(Nc1ncc(S(=O)(=O)c2ccc([N+](=O)[O-])cc2)s1)C(F)(F)F (centres undefined)	28.6%	3.0%	1.9%	2.3%	-10.6%
CCOC(=O)c1nc(Nc2ccccc2CC)c2ccccc2n1	3.4%	-6.3%	i	11.2%	4.0%
O=C(Nc1ccc2c(c1)CN(Cc1ccc(CO)o1)CC2)c1ccc(C(F)(F)F)cc1	3.7%	5.7%	i	0.9%	-10.8%
Nc1nc(-c2ccccc2)nn1C(=O)Cc1ccccc1	8.0%	11.3%	1.4%	1.6%	-4.5%
CC(=O)c1cc2cc(O)ccc2o1	19.1%	3.7%	6.3%	-2.0%	-0.3%
O=S(=O)(NC1CCCCCC1)c1cccc2cccnc12	9.6%	25.6%	i	-6.9%	5.9%
O=C(CCC1CCCCC1)Nc1cccnc1	61.9%	0.3%	1.5%	2.9%	-4.2%
CCC1CCC(C(=O)NC(C(=O)NCCc2ccc(S(N)(=O)=O)cc2)C(C)C)CC1 (centres undefined)	4.5%	0.0%	i	4.2%	-14.1%

(further entries)
molecule	M. tuberculosis	H1N1 NS1A inhibition	inhibitors of VEEV	M. tuberculosis HTS	Salmonella PhoP GFP
Oc1c(CN2CCN(c3ccccc3)CC2)cc(Br)c2cccnc12	?	14.4%	>12.5µM*	?	-1.7%
Cc1ccc(-c2cc(C(=O)Nc3c(C)n(C)n(-c4ccccc4)c3=O)[nH]n2)c(O)c1	1.7%	0.6%	4.8%	3.6%	-10.1%
O=S(=O)(c1ccc(Cl)cc1)n1cnc2ccccc21	6.3%	-4.2%	0.8%	-16.7%	-5.7%
Cc1nnc(N2CCCC(C(=O)NCc3cccc(F)c3)C2)c2nn(-c3ccccc3)c(C)c12 (centres undefined)	33.2%	-3.8%	7.4%	9.1%	4.1%
CCC12C(=O)C(CC)(C(c3ccccc3)=C1c1ccccc1)[C@@H]1C(=O)N(c3ccc(C)cc3)C(=O)C12 (some centres undefined)	-10.0%	3.0%	0.4%	7.8%	8.0%
Nc1nonc1-n1nnc(C(=O)N/N=C/c2ccoc2)c1CSc1ccc(Cl)cc1	35.7%	-5.2%	6.9%	7.7%	7.0%
COc1ccc(NS(=O)(=O)c2cc(N)ccc2N2CCCCC2)cc1	32.2%	-1.0%	0.9%	20.5%	.
O=C(c1ccc(C(F)(F)F)cc1)N1CCC(=O)N(C(CO)Cc2ccccc2)CC1 (centres undefined)	-16.7%	-13.2%	i	5.3%	-4.3%
CC(C)N1C(=O)CCC1C(=O)N1CCN(c2ccccn2)CC1 (centres undefined)	.	23.1%	i	-16.5%	.
COc1ccc(-c2nc3ccccc3nc2-c2ccccc2)cc1OC	37.5%	-17.1%	6.3%	3.6%	-2.0%
COc1ccc(-c2csc(NC(=O)c3ccccc3Br)c2C(=O)O)cc1	49.0%	-4.0%	1.8%	9.4%	7.0%
CCOC(=O)C1=C(N)OC2=C(C(=O)CCC2)C1c1ccco1 (centres undefined)	-11.5%	-5.5%	0.2%	1.4%	-1.9%
NC(=O)NN=C1CC2CC1C1C=CCC21 (centres undefined)	.	0.9%	i	.	.
CC(C)(C)S(=O)(=O)/C(C#N)=N/Nc1ccc(S(C)(=O)=O)cc1	2.7%	.	1.5%	-5.4%	2.5%
COc1ccccc1-n1nnnc1SCC(=O)NC1CCCCC1	2.4%	1.1%	2.3%	-3.6%	11.7%
Cc1cccc(/N=C/c2sc3ccccc3c2O)n1	52.1%	-5.3%	1.2%	2.1%	9.4%
CC(OC(=O)c1ccc2c(=O)n3c(nc2c1)CCCCC3)C(=O)Nc1ccc(F)cc1Cl (centres undefined)	2.6%	1.9%	i	4.2%	-11.3%
CC(Cc1c[nH]c2ccccc12)NC(=O)OCCCl (centres undefined)	9.8%	-1.5%	i	-2.2%	-32.3%
Cc1nn(C)cc1S(=O)(=O)N1CCN(c2ccc(F)cc2)CC1	-7.8%	-9.6%	1.0%	-9.8%	-7.2%
CCOC(=O)[C@H](CCc1ccccc1)N[C@@H](C)C(=O)N1[C@H](C(=O)O)C[C@@H]2CCC[C@@H]21	-0.3%	-1.9%	0.3%	-1.3%	-9.9%

Pulled by structure from above, 2 records:
molecule	M. tuberculosis	H1N1 NS1A inhibition	inhibitors of VEEV	M. tuberculosis HTS	Salmonella PhoP GFP
CCOC(=O)C1=C(N)OC2=C(C(=O)CCC2)C1c1ccco1 (centres undefined)	-11.5%	-5.5%	0.2%	1.4%	-1.9%
NC(=O)NN=C1CC2CC1C1C=CCC21 (centres undefined)	.	0.9%	i	.	.

(further entries)
molecule	M. tuberculosis	H1N1 NS1A inhibition	inhibitors of VEEV	M. tuberculosis HTS	Salmonella PhoP GFP
c1ccc(-c2ncnc3ccccc23)cc1	.	0.5%	0.8%	.	.
COC(=O)CN1C(=O)C2(OCCCO2)c2ccccc21	0.4%	-0.6%	2.1%	-5.0%	4.7%
COC(=O)c1cc(C(=O)Nn2cnnc2)cc([N+](=O)[O-])c1	10.7%	-5.5%	0.9%	6.7%	-1.1%
COc1ccc(OC)c(/C=C/C(=O)c2ccc3c(c2)OCCO3)c1	32.4%	-5.0%	41.4%	10.0%	0.4%
CCCC(=O)O[C@@H]1C[C@@H](C)N(C(=O)c2ccccc2)c2ccc(C)cc21	-2.4%	-3.7%	5.4%	-1.1%	-3.4%
C#Cc1cccc(C(=O)N2CCCC(Nc3cccc(F)c3)C2)c1 (centres undefined)	-0.5%	1.6%	5.7%	-3.6%	-7.0%
COc1ccc(OCC(=O)Nc2sc3c(c2C(=O)NCC2CCCO2)CCC3)cc1 (centres undefined)	0.1%	-1.8%	3.2%	-1.0%	8.9%
Cc1ccc(S(=O)(=O)Nc2ncnc3ccccc23)cc1	.	-1.2%	0.7%	2.4%	14.0%
N=c1n(CCCOc2ccc(F)cc2)c2ccccc2n1CC(N)=O	4.3%	-5.4%	0.4%	1.4%	22.0%
COc1ccc(S(=O)(=O)CCC(=O)Nc2cccc(OC)c2)cc1	21.7%	.	.	5.8%	-6.5%
Cc1nc2ccccc2n1CC(=O)NC(C)C1CC2CCC1C2 (centres undefined)	42.3%	-2.4%	i	34.4%	3.5%
CCn1c(=O)c2cc(C(=O)N(C)c3ccccc3F)sc2c2ccccc21	14.2%	-1.5%	7.3%	2.5%	-0.8%
COc1ccc(NC(=O)CN(C)CC(=O)N(CC(C)C)c2c(N)n(CC(C)C)c(=O)[nH]c2=O)cc1	9.5%	-14.5%	5.7%	0.1%	.
COc1cc(C(=O)Nc2ccc(N3CCCS3(=O)=O)cc2)c([N+](=O)[O-])cc1OC	-10.7%	-1.4%	2.6%	-1.4%	2.5%
Cc1[nH]nc(S(=O)CC(=O)O)c1[N+](=O)[O-] (centres undefined)	-1.1%	0.8%	0.8%	-8.1%	1.8%
N#CCc1ccc(NS(=O)(=O)c2ccc(N3CCCC3=O)cc2)cc1	6.4%	-2.5%	i	-2.0%	-13.5%
Cc1cccc(NC(=O)COC(=O)[C@@H]2CCCN2C(=O)c2cccs2)c1	9.7%	5.1%	0.6%	-3.6%	.
C=CC#CC1(O)CC(C)N(C)CC1C (centres undefined)	10.8%	-21.6%	0.9%	-7.1%	-14.5%
Cn1c(SCC(=O)N/N=C/c2cccs2)nc2ccccc21	6.2%	-1.8%	0.8%	-9.1%	1.3%

Some values from the entries so far.
In inhibitors of VEEV, COc1cc(C(=O)Nc2ccc(N3CCCS3(=O)=O)cc2)c([N+](=O)[O-])cc1OC is entered as 2.6%
In inhibitors of VEEV, COc1ccc(OC)c(/C=C/C(=O)c2ccc3c(c2)OCCO3)c1 is entered as 41.4%
In H1N1 NS1A inhibition, COC(=O)CN1C(=O)C2(OCCCO2)c2ccccc21 is entered as -0.6%
In H1N1 NS1A inhibition, N#CCc1ccc(NS(=O)(=O)c2ccc(N3CCCC3=O)cc2)cc1 is entered as -2.5%
In H1N1 NS1A inhibition, C#Cc1cccc(C(=O)N2CCCC(Nc3cccc(F)c3)C2)c1 (centres undefined) is entered as 1.6%
In Salmonella PhoP GFP, COc1ccc(S(=O)(=O)CCC(=O)Nc2cccc(OC)c2)cc1 is entered as -6.5%
